Bioassay records (PubChem BioAssay)
SF1 activator: activators of human SF-1, primary screen, cell-based, CHO-K1, Gal4-SF-1 LBD, luciferase luminescence; Steroidogenic factor 1 (Homo sapiens), Q13285; CHO-K1 Gal4-SF-1 LBD luciferase reporter; % increase over DMSO SF-1-specific signal; activation, % at 10 µM; hit rate 1.9% among 65,000;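 active = activation above the mean activation of all tested compounds plus 3 SD, cut at about 50% in these data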
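material = CHO-K1 cells with Gal4–hSF-1 LBD chimera plus Gal4-driven luciferase | compound = 10 µM single point, 1% DMSO | incubation = 20 h compound exposure at 37 °C after 1 h cell settling | measured by = SteadyLite luciferase luminescence | evaluation = percent activation relative to DMSO median and mock-transfected background | control set = DMSO negative control and −SF1 background wells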
MKP-1 inh: MKP-1 phosphatase inhibitors, primary screen, biochemical, in vitro | hit rate 0.15% among 65,000 | recombinant MKP-1, OMFP hydrolysis fluorescence | inhibition, %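 (compounds tested at a single concentration somewhere between 10 and 100 µM)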 | Dual specificity protein phosphatase 1 (Homo sapiens), P28562;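 active = inhibition above about 50%, limit read from the data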;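 note: 0% = DMSO max control wells and 100% = wells with enzyme stopped by NaOH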
RORa activator: activators of orphan receptor RORA, primary screen, cell-based, luminescence | hit rate 1.5% among 65,000 | Nuclear receptor ROR-alpha (Homo sapiens), P35398 | CHO-K1 Gal4-RORA LBD luciferase reporter; percent increase over mock-subtracted basal signal | activation, % at 10 µM;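 active = activation above the mean of all tested compounds plus 3 SD, cut at about 49% in these data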;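 note: 0% = DMSO-treated RORA cells and 100% = added signal equal to DMSO minus mock-transfected cells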
Target sequence (P35398 whole entry, looked up, the tested form may be a part): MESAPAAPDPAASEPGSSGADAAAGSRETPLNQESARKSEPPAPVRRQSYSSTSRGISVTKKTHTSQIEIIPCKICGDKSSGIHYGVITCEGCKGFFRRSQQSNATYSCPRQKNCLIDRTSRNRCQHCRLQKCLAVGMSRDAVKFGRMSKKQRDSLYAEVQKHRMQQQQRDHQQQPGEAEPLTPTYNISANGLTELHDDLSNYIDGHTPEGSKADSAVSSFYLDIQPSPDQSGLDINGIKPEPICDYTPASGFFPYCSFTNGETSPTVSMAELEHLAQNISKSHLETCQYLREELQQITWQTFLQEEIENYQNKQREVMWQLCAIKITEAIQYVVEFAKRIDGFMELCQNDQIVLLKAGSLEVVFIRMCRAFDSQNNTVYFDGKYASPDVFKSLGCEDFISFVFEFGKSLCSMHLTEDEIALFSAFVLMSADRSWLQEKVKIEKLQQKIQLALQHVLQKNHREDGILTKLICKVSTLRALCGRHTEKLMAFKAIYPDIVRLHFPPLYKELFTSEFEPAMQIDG
TNAP act DEA: human TNAP enzyme activators, primary screen, biochemical, luminescent, intermediate phosphate acceptor level; Alkaline phosphatase, tissue-nonspecific isozyme (Homo sapiens), P05186; purified TNAP, CDP-star luminescence, 100 mM DEA, 30 min; stronger effect = higher value; scale: 0 levamisole-inhibited, 1 vehicle-only enzyme; activation factor at 20 µM; 64,000 tested, under 10 active; AID 813, 2007;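 active = activation factor of at least 2 at 20 µM, relative to controls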
Hsp90 inh: tumor Hsp90 inhibitors, primary screen, cell lysate, fluorescence polarization, NCI-N417 lysate. inhibition, % at 30 µM. AID 429, 2006. Cy3B-geldanamycin FP displacement. hit rate 0.35% among 64,000;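 active = inhibition above 50%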;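 note: 0% = tracer plus lysate wells and 100% = tracer alone without lysate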
Cdc25B block: inhibitors of Cdc25B phosphatase catalytic domain, primary screen, biochemical, OMFP fluorescence; M-phase inducer phosphatase 2 (Homo sapiens), P30305; recombinant Cdc25B, OMFP fluorescence Ex485/Em525; inhibition, %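 (compounds tested at 10 µM final in the well)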; hit rate 0.1% among 65,000; AID 368, 2006; in the data active = inhibition above about 50%
Target sequence (P30305 whole entry, looked up, the tested form may be a part): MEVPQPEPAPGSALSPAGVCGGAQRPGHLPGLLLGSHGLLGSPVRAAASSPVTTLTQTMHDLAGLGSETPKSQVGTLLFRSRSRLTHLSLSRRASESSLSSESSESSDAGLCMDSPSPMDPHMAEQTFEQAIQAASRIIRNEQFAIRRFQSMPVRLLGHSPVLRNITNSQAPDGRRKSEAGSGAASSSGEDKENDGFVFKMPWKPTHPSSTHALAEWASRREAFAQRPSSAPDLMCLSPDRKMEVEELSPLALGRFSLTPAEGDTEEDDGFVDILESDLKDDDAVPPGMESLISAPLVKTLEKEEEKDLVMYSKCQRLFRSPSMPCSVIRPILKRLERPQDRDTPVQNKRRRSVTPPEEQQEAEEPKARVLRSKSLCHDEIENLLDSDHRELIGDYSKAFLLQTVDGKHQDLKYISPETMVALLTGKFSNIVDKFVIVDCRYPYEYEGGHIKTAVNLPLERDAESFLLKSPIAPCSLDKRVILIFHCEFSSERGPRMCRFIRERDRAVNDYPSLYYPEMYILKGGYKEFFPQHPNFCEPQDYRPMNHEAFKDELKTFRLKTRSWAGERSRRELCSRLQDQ
D1 mod: D1 CRE-luciferase signal change, two-sided – cell-based, HEK293 D1, dopamine EC30, D1 allosteric modulator project, primary screen; D(1A) dopamine receptor (Homo sapiens), P21728; dopamine EC30 potentiation; actives deviate in either direction; B-score at 10 µM; hit rate 5.9% among 58,000;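 active = luminescence count or its row- and column-corrected plate score outside the 99.7% band of the plate's sample wells, on either side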
Her2 expr inh: inhibitors of Her2 protein expression, primary screen, SKBR-3 cells, AlphaScreen, 66K library. Receptor tyrosine-protein kinase erbB-2 (Homo sapiens), P04626. SKBR-3 HER2 protein level, 18-24 h; stronger effect = lower value. HER2 level % of control, % at 10 µM. hit rate 0.69% among 65,000. AID 645, 2007;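 active = HER2 level under 5% of the carrier-only control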;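 note: 100% = DMSO carrier and 0% = 500 nM PU-H71 HSP90 inhibitor; lower value means stronger loss of Her2 protein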
FXIIa mix inh: human factor XIIa inhibitors, primary screen, biochemical, pooled compound mixtures, fluorogenic substrate; hit rate 0.2% among 62,000; inhibition, % at 5 µM; Coagulation factor XII (Homo sapiens), P00748; purified FXIIa; in the data active = inhibition above about 20%, passing the limit was not always enough;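 note: 0% = enzyme without compound and 100% = no enzyme blank; some results filed as inactive read as strong as hits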
An asterisk follows results filed as active; . = no result given. Compounds as they come. Share with any hit: about 8.9%.

Sample of the layout:
SMILES	SF1 activator	MKP-1 inh	RORa activator	TNAP act DEA	Hsp90 inh	Cdc25B block	D1 mod	Her2 expr inh	FXIIa mix inh
CC(C)c1c(O)nc(SCC(=O)Nc2ccc3c(c2)CCC3)[nH]c1=O	14	-3	7	0.9	-5	-6	-0.65	99	-16
COc1ccc(NC(=O)C2Cc3ccccc3C(=O)O2)cc1 (configuration not stated)	18	0	3	0.9	-2	0	0.54	114	7

All compounds of this part, previewed entries included:
SMILES	SF1 activator	MKP-1 inh	RORa activator	TNAP act DEA	Hsp90 inh	Cdc25B block	D1 mod	Her2 expr inh	FXIIa mix inh
CC(C)c1c(O)nc(SCC(=O)Nc2ccc3c(c2)CCC3)[nH]c1=O	14	-3	7	0.9	-5	-6	-0.65	99	-16
COc1ccc(NC(=O)C2Cc3ccccc3C(=O)O2)cc1 (configuration not stated)	18	0	3	0.9	-2	0	0.54	114	7
O=S(=O)(c1cc(C(F)(F)F)ccc1Cl)N1CCCCCC1	-12	-20	-12	0.9	2	-6	-1.2	93	-3
CCc1c(C)c2ccc(OCC(=O)OC(C)C)c(C)c2oc1=O	15	6	-32	1	1	-8	-0.2	110	-5
CCCCC(=O)Nc1ccc(NC(=O)C2CC2)cn1	0	9	36	0.9	-4	-11	-0.38	103	2
O=C1C(=O)N(Cc2cccnc2)C(c2ccccn2)/C1=C(/O)c1ccccc1 (configuration not stated)	14	-19	-16	0.9	-3	2	.	85	.
c1ccc(C(Cc2nc(-c3cccnc3)no2)c2ccccc2)cc1	-4	-5	-11	1	0	-10	.	80	12
CCC(=NCCN1CCNCC1)C1=C(O)CC(C)(C)CC1=O	8	11	-1	1	1	-1	0.0021	82	0
CCOC(=O)c1ccc2c(c1)C1C=CCC1C(C(=O)O)N2 (configuration not stated)	11	57*	0	0.9	0	27	-0.23	108	4
O=S(=O)(Cc1ccccc1)N1CCN(Cc2ccccc2)CC1	-12	1	-16	0.8	-2	-6	-0.12	110	2
CCOC(=O)N1CCC(NC(=O)c2cnn3c2NC(c2ccco2)CC3C(F)(F)F)CC1 (configuration not stated)	11	8	5	0.9	-8	-2	-0.13	88	-1
COc1ccc(C2C(C(=O)N3CCN(C)CC3)c3ccccc3C(=O)N2C2CCCCC2)cc1 (configuration not stated)	-3	10	-8	1	-2	5	-1.5	124	6
O=C(C1CCN(S(=O)(=O)c2cccnc2)CC1)N1CCN(c2ccccc2Cl)CC1	-4	16	5	0.9	0	0	0.73	102	-14
Nc1nnc(SCc2cccc(C(F)(F)F)c2)s1	21	15	11	0.9	1	1	0.13	.	16
CCOC(=O)CC(C#N)c1c[nH]c2ccccc12 (configuration not stated)	-12	-2	-12	0.9	-9	5	0.028	104	1

Quoted from the listing:
`O=S(=O)(Cc1ccccc1)N1CCN(Cc2ccccc2)CC1` | RORa activator = -16
`CCOC(=O)N1CCC(NC(=O)c2cnn3c2NC(c2ccco2)CC3C(F)(F)F)CC1` (configuration not stated) | D1 mod = -0.13

Further compounds follow.
SMILES	SF1 activator	MKP-1 inh	RORa activator	TNAP act DEA	Hsp90 inh	Cdc25B block	D1 mod	Her2 expr inh	FXIIa mix inh
O=c1cc[nH]c2cc(C(F)(F)F)ccc12	15	6	-27	0.9	2	-10	-0.76	82	0
O=C1CN(C(=O)c2cnccn2)c2ccccc2N1	2	3	-6	0.9	-1	-16	-0.0065	70	2
Cc1noc(C(=O)NCc2cccnc2)c1Cl	19	7	7	1	0	-12	0.31	49	6
C=CCn1c(SCC(=O)NCC(=O)OCC)nnc1-c1cccc(OC)c1	-18	-19	-16	1	0	4	-1.1	120	12
CCN(CC)C(=O)CSc1nnc(CCNC(=O)OC(C)(C)C)o1	28	22	-7	0.8	-1	7	-0.29	80	1
O=S(=O)(Nc1nccs1)c1ccc(NS(=O)(=O)c2cccs2)cc1	-1	3	-14	0.9	-6	-8	-0.31	122	2
O=C(CSc1nnc(-c2ccccn2)n1Cc1ccccc1)NC1CCCC1	-1	10	4	0.9	-2	-7	-0.099	84	0
Cc1nn(CC(=O)NCCN2CCOCC2)c(=O)c2ccccc12	-13	-19	-8	0.9	1	-3	.	198	.
CCSc1ccccc1C(=O)Nc1cccc(OC)c1	-6	5	-11	0.9	-6	-2	-0.16	184	2
COCc1cc(=O)n2[nH]c(C)cc2n1	0	-33	0	0.9	-6	2	.	102	-2
Cn1c(=O)oc2cc(S(=O)(=O)N3CCC(C(=O)N4CCN(c5ccccc5)CC4)CC3)ccc21	17	12	6	1	-1	11	0.27	129	0
CCOc1cc(N2CCOCC2)c(OCC)cc1NC(=O)Cc1cn2ccsc2n1	2	6	17	0.9	3	-16	1.4	111	5
Cc1cccc(C)c1N1CCN(S(=O)(=O)c2ccc(F)cc2)CC1	9	-5	-25	0.9	0	-6	0.2	91	-1
C/C(=C\C(=O)Nc1cc(C)on1)c1ccccc1	19	11	33	1	-2	0	-0.26	112	-19
CCOC(=O)N1CCN(C(=O)c2ccccc2CCc2ccccc2)CC1	-3	2	-6	1	-9	-21	-0.1	84	5
Cc1cccc2cc(CN(Cc3ccc(F)cc3)C(=O)N(C)C)c3nnnn3c12	10	-10	-4	0.9	2	-5	-0.58	105	8
COc1ccc(OC)c(CN2CCN(c3ccccc3OC)CC2)c1	-14	3	16	1	-4	-8	.	85	-1
COc1ccc(C2C(C(=O)Nc3ccccc3OC)=C(C)Nc3ncnn32)cc1 (configuration not stated)	1	5	-2	1	-1	-15	-0.35	87	7
O=c1[nH]n(-c2ccccc2)c(=O)c2ccccc12	3	9	-13	0.9	1	-7	-0.43	105	1
CCc1ccccc1NC(=O)CN(c1cccc(OC)c1)S(C)(=O)=O	14	2	-7	0.9	-1	1	0.039	112	-14
CC(Sc1nnnn1-c1ccccc1)C(=O)Nc1ccc(Cl)cn1 (configuration not stated)	12	-6	-5	0.9	-2	0	0.29	106	6
Cc1cccc(N2CCN(C(=O)CCCOc3ccccc3)CC2)c1C	48	7	30	0.9	-3	-11	-1.6	160	-7
CC(=O)c1cc(C)ccc1OC(=O)c1ccco1	10	-12	2	0.9	2	-8	-0.54	120	1
CCN(CC)S(=O)(=O)c1ccc(C(=O)NCc2n[nH]c(=S)n2-c2ccccc2OC)cc1	-17	-6	10	0.9	-5	0	-0.011	102	-3
Clc1ccc(Cn2ncc3c(N4CCOCC4)ncnc32)cc1	3	6	-1	1	-2	-3	-0.29	107	4
COc1ccc(CNC(=O)CSc2nnc(C)s2)cc1	8	6	-14	1	-4	-4	.	95	8
COc1cc(C(=O)N2CCC(NC(=O)C(Cc3ccccc3C)NC(C)=O)CC2)cc(OC)c1OC (configuration not stated)	7	14	2	0.8	0	7	0.3	101	8
CCOC(=O)CNC(=O)CSc1nc2cccnc2n1C1CCCCC1	-9	-39	-3	0.8	2	0	7.6*	96	7
NC(=O)Cn1cnc(-c2ccccc2)c1	16	-14	8	1	1	5	-0.92	145	0
COc1ccc(C)cc1-n1nnnc1SC/C(O)=C(\C#N)c1nc2ccccc2[nH]1	-2	19	27	0.9	-12	-1	.	53	7
Fc1ccccc1CSc1nc2ncccc2[nH]1	51*	11	34	0.8	-1	-3	-0.54	103	-11
COc1ccc(NC(=O)CSc2nnc(-c3ccccc3)n2Cc2ccco2)c(OC)c1	-10	-15	-7	0.9	-6	0	0.071	54	2
CCCn1c(=NC(C)=O)c(C#N)cc2c(=O)n3cccc(C)c3nc21	-12	-1	-20	0.9	-7	-3	-0.31	66	5
COC(=O)c1ccc(COC(=O)c2ccc(N(C)C)cc2)cc1	10	4	-10	0.9	1	2	-0.62	87	6
Cc1noc(C)c1S(=O)(=O)N1CCC(C(=O)N2CCN(C3CCCC3)CC2)CC1	4	-4	16	1	0	-5	.	89	7
Cc1cccc(C)c1OCc1nnc(SCC(=O)Nc2nccs2)n1-c1ccccc1	-9	7	-6	0.9	-1	1	0.51	81	-3
O=C(Nc1ccc(S(=O)(=O)N2CCCC2)cc1Cl)C1=COCCO1	-7	10	-8	0.9	-3	-7	3.1	78	-2
COc1ccc(N(CC(=O)N2CCC(C)CC2)S(=O)(=O)c2c(C)nn(C)c2C)cc1	-2	8	-11	1	-3	2	.	89	6
CCOC(=O)Cc1nnc(NC(=O)c2cccc(OCC)c2)s1	-5	-7	-11	1	-4	-9	0.59	114	9
O=C(NCc1ccco1)C1CCN(C(=O)c2cc3sccc3n2Cc2ccc(Cl)cc2)CC1	-14	37	-10	1	0	-14	-1.4	37	15
CNC(=O)CSc1nc2c(c(=O)n(C)c(=O)n2C)n1Cc1ccc(C)cc1	6	4	-4	0.9	2	-11	1.9	208	3
CC(=O)N1CCN(C(C)=O)C1c1ccccc1	-14	-14	-2	0.9	-3	-8	0.2	129	13
O=C(NCC1CCCO1)C1CCCN(Cc2cnn(-c3ccccc3)c2-n2cccc2)C1 (configuration not stated)	16	-6	-22	0.9	1	0	-0.51	76	-15
Cc1cccc(NC(=O)CSCc2c(C)noc2C)c1C	0	9	-4	0.9	-2	-14	.	96	1
O=C(Nc1ccc(F)cc1)N(Cc1ccco1)Cc1cc2cc3c(cc2[nH]c1=O)OCO3	13	1	24	0.9	-3	-15	-0.2	118	4
CN(c1ccc(C(=O)O)cc1)S(=O)(=O)c1ccccc1	5	2	15	0.9	-9	-5	0.17	104	3
CC(=O)Oc1ccc2c(C)c(CC(C)O)c(=O)oc2c1 (configuration not stated)	14	-9	0	0.9	0	4	0.2	96	10
C=CCNC(=O)C12CC3CC(C1)CC(C(=O)NCC=C)(C3)C2	-11	7	-22	1	1	12	.	155	5
CCc1ccc(C2CC(c3cccc(OC)c3)n3nc(N)nc3N2)cc1 (configuration not stated)	-7	9	19	0.9	-2	-13	0.088	100	-1
CCOC(=O)C1CCN(S(=O)(=O)c2cccc(-c3cn4ccccc4n3)c2)CC1	-1	15	-10	1	-4	-5	-1	79	6
O=C(O)c1ccc2c(c1)C(=O)N(C(Cc1ccccc1)C(=O)O)C2=O (configuration not stated)	-3	3	-16	0.9	2	-8	0.32	85	.
Cn1cc(C(=O)c2ccccc2)cc1-c1nc2ccccc2n1C	25	-10	13	1	-10	-12	-0.019	86	10
COc1ccc(NC(=O)CN2C(=O)C(C)Oc3ccccc32)cc1 (configuration not stated)	-1	1	-9	1	-9	10	0.049	98	5
N#CCCN(CCC#N)c1nncs1	-7	12	-11	0.9	0	0	.	105	5
COc1ccccc1N(C(=O)c1ccco1)C(C(=O)NC1CCCC1)c1cccnc1 (configuration not stated)	8	21	3	0.9	-5	-3	2.4	104	13
Cc1ccccc1CS(=O)(=O)c1nnc([C@H](CC(C)C)NC(=O)OC(C)(C)C)o1	-22	-2	15	0.9	-2	-4	0.15	-14*	-12
O=C(c1cccc(C(=O)N2CCN(c3ccccc3F)CC2)n1)N1CCN(c2ccccc2F)CC1	-6	6	-2	0.9	-1	-12	-0.8	126	1
Cc1cc(C)c2c(n1)sc1c(N3CCOCC3)ncnc12	21	-5	-10	0.9	-3	-11	2.8*	101	7
